# Screening data (PubChem)
# Scp-1 inhibitor = Scp-1 (human) phosphatase inhibition; Q9GZU7; Recombinant Scp1, phosphopeptide, malachite green phosphate absorbance; inhibition, % at 20 µM; 340,000 compounds, 0.88% hits; AID 493091;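 active = inhibition above about 50% at 20 µM, limit read from the data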;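 also: plate controls were DMSO wells with enzyme for no effect and wells lacking enzyme for full effect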
# Target sequence (Q9GZU7 76-261 limits assumed): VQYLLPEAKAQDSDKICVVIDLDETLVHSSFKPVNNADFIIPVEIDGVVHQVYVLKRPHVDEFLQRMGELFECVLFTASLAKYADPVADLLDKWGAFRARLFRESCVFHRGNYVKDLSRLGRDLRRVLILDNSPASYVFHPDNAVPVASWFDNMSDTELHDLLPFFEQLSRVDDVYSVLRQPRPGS
#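 Assay system: SCP-1 catalytic fragment, aa 76-261 | Buffer or medium: Tris acetate buffer pH 5.5 with MgCl2 and Tween-20 | Compound: One concentration, 20 µM, with 1.0% DMSO | Also added: Phospho 17-mer peptide substrate | Signal: Absorbance at 630 nm | Incubation: 45 min enzyme reaction at room temperature | Measure: % inhibition of SCP-1 phosphate liberation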
# DNMT1 inh = inhibitors of human DNMT1 | P26358 | inhibition (reported as % activation of signal), % at 10 µM | 360,000 compounds, 0.83% hits | DNMT1 molecular beacon, Hinp1I cleavage, fluorescence; in the data active = inhibition above about 50%
# NadD block = blocks S. aureus nicotinate mononucleotide adenylyltransferase; purified NadD enzyme, colorimetric absorbance read-out; inhibition, % at 20 µM; 360,000 compounds, 0.78% hits; in the data active = inhibition above about 26%; also: some compounds past the cut are filed as inactive
# CSN deneddyl inh = blocks human CSN-mediated cullin deneddylation. inhibition, % at 12.5 µM. Purified CSN, SCF-Nedd8-OG deneddylation, fluorescence polarization. 360,000 compounds, 0.38% hits. AID 651999;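 active = pattern-corrected inhibition above about 35%, with an unprinted fluorescence ratio check between 0.5 and 1.5, limit read from the data, passing the limit was not always enough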;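 also: 0% = enzyme with substrate and 100% = substrate without enzyme; some results filed as inactive read as strong as hits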
#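 Test system: Human Csn5 produced in HEK293T cells | Compound: 12.5 µM single point | Times: 90 min, room temperature | Signal: Fluorescence polarization readout | Read-out basis: % inhibition of substrate cleavage by Csn5 | Controls: no-enzyme wells high, enzyme-with-substrate wells low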
# MsrA inhibitor = inhibits bovine methionine sulfoxide reductase A; purified bovine MsrA, absorbance read-out; inhibition, % at 15.5 µM; 360,000 compounds, 0.75% hits; AID 651718; in the data active = inhibition above about 4.5%;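 also: 0% = vehicle wells with enzyme and 100% = reference inhibitor wells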
# STEP inh = blocks human striatal-enriched tyrosine phosphatase | P54829 | recombinant STEP, OMFP fluorogenic substrate, fluorescence | inhibition, % at 20 µM | 360,000 compounds, 0.25% hits;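 active = inhibition at 20 µM, scaled per plate between control wells, above about 37%, limit read from the data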;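 also: 0% = DMSO with enzyme and substrate and 100% = substrate only without enzyme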
# Target sequence (P54829 whole entry, looked up): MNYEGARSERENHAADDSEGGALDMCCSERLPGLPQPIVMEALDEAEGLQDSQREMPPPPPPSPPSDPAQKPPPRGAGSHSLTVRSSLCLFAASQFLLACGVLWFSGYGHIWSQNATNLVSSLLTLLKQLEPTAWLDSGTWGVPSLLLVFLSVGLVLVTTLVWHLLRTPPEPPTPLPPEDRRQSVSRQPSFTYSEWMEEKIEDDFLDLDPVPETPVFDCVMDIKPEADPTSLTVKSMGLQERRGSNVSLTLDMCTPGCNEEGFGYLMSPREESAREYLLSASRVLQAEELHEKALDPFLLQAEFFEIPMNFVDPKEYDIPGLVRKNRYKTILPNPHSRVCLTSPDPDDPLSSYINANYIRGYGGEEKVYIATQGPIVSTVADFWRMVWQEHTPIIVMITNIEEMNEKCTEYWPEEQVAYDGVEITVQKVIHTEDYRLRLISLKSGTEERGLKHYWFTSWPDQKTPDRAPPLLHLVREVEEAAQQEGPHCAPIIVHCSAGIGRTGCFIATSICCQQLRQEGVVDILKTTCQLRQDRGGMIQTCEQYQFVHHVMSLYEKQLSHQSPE
#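 Measure: Control-normalized % inhibition with plate pattern correction | Test system: STEP phosphatase, cell-free reaction | Medium: pH 6.0 Bis-Tris with DTT and Tween 20 | Technique: Fluorescence, 480/540 nm | Times: Reaction 20 min, ambient temperature | Doses: Single compound dose of 20 µM, 1% DMSO final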
# Tb MetRS inh = blocks T. brucei methionyl-tRNA synthetase activity; 360,000 compounds, 0.4% hits; purified T. brucei MetRS, ATP depletion, Kinase-Glo luminescence; inhibition, % at 11.9 µM; AID 624268;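 active = inhibition above a per-plate cutoff of the control wells' mean inhibition plus 3 SD, cut at about 5.5% in these data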;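 also: 0% = DMSO wells median and 100% = median of wells with control inhibitor compound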
#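 technique = Kinase-Glo luminescence, ATP depletion format | system = purified MetRS (methionyl-tRNA synthetase) enzyme from Trypanosoma brucei | timing = 15 min preincubation, 2 h reaction, all 25 °C | evaluation = percent inhibition versus plate control medians | dosing = single dose, 11.9 µM final nominal, 0.9% final DMSO | also added = substrates ATP, L-methionine and bulk Escherichia coli tRNA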
# LMPTP inh = LMPTP (human) inhibition; P24666; recombinant LMPTP-A, OMFP fluorogenic substrate, fluorescence intensity; inhibition, % at 20 µM; 360,000 compounds, 0.22% hits; AID 651560;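 active = compounds that cut the enzyme signal by at least half of the control window in the single-dose screen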;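 also: plate controls were DMSO wells with enzyme plus substrate for no effect and substrate without enzyme for full effect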
# Target sequence (P24666 whole entry, looked up): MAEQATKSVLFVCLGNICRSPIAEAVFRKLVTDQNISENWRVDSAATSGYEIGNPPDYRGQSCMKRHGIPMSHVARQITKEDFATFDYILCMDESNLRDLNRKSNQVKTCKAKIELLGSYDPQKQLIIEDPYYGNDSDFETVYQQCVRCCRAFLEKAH
#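 Test system: LMPTP-A, protein tyrosine phosphatase of low molecular weight; Input: 0.625 nM enzyme; Incubation: 50 min dark incubation at room temperature; Signal: endpoint fluorescence intensity from OMFP dephosphorylation; Read-out basis: % inhibition versus control wells.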
# Rpn11 inh = inhibitors of human proteasome Rpn11; O00487; human 26S proteasome, Ub4-pepOG fluorescence polarization; 20S core pre-blocked with epoxomicin; calls only at 20 µM; 360,000 compounds, 0.59% hits; AID 588493;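 active = inhibition at 20 µM, scaled to each plate's controls, above about 33%, limit read from the data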
# SUMO1 PPI mod = SUMO1-SIM interaction modulation. P63165. SUMO1 binding to a labelled peptide, TR-FRET, 1 h. inhibition, % at 20 µM. 360,000 compounds, 0.33% hits; in the data active = inhibition above about 37%
# Target sequence (P63165 whole entry, looked up): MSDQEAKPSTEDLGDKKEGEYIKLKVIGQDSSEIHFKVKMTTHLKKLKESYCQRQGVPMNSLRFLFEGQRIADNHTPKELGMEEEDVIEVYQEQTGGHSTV
# * marks the source's active call; other numbers are inactive results; i = inactive; nt = not tested or not shown; & = joins results of further samples. These rows are one share of the data (hit frequency here may not be typical).
compound	Scp-1 inhibitor	DNMT1 inh	NadD block	CSN deneddyl inh	MsrA inhibitor	STEP inh	Tb MetRS inh	LMPTP inh	Rpn11 inh	SUMO1 PPI mod
NC(N)=Nc1ccc2[nH]c3c(c2c1)C[C@@]1(O)[C@H]2Cc4ccc(O)c5c4[C@@]1(CCN2CC1CC1)[C@H]3O5	98.5*	26.6	7.6	4.5	nt	-1.9	-1.2	11.7	i	0.0
CC(=O)CC(=O)C1C(=O)N(C)C(=O)N(C)C1=O	-5.2	1.5	-7.2	-4.3	0.3	-3.4	-0.6	-1.4	i	2.0
CCOP(=O)(OCC)C(O)c1ccc(OC)c(OC)c1 (stereo not drawn)	-5.9	-1.0	0.4	-2.9	-1.8	2.9	-0.4	-0.9	i	1.5
CC(=NCCC1=CCCCC1)c1c(O)n(-c2ccccc2)c(=O)[nH]c1=O	-7.2	-0.9	-2.3	-2.5	0.6	-0.4	-0.4	-4.3	i	-2.7
CNC(=O)c1cccn(Cc2cc(C(F)(F)F)cc(C(F)(F)F)c2)c1=O	-11.0	-0.5	2.6	-1.3	-0.7	1.8	0.3	0.5	i	-0.3
COc1cc(C=C2C(=O)NC(=O)NC2=O)ccc1OS(=O)(=O)c1ccccc1[N+](=O)[O-]	0.9	-5.2	0.5	5.0	-0.3	1.4	0.3	0.8	i	-11.8
Cc1noc(C)c1COc1ccc(C(=O)NCC2(N(C)C)CCCCC2)cc1	nt	1.4	-1.1	-3.5	-1.0	-0.7	-0.1	-2.6	i	-2.0
CCCc1cc(=O)oc2cc(OCC(=O)N3C[C@H]4C[C@@H](C3)c3cccc(=O)n3C4)ccc12	1.4	2.5	2.4	-1.0	1.6	-1.9	0.7	1.4	i	2.9
COC(=O)C1=C(c2cccc(OC)c2OC)C[C@@H]2CC[C@H]1N2C(=O)NC1CC1	-9.3	0.1	-8.9	-0.4	-0.5	-1.5	1.2	-1.3	i	5.4
CN1CCc2cc3c(cc2C1)OCO3	9.9	-0.5	1.8	-1.8	-0.1	1.7	0.0	-1.9	i	1.4
COc1ccc(C(=O)NC(=S)N2C[C@H]3C[C@H](C2)c2cccc(=O)n2C3)cc1	-4.0	-0.1	-0.3	-1.3	1.1	5.8	0.0	0.3	i	3.9
COC(=O)C1=C(c2cccc(OCc3ccccc3)c2)C[C@@H]2CC[C@H]1N2C(=O)NCCCOC(C)C	-6.5	-2.6	-6.8	-5.3	1.4	0.6	-0.4	-0.6	i	4.6

# Carrying on.
compound	Scp-1 inhibitor	DNMT1 inh	NadD block	CSN deneddyl inh	MsrA inhibitor	STEP inh	Tb MetRS inh	LMPTP inh	Rpn11 inh	SUMO1 PPI mod
CCOc1cc(CNCCc2ccccc2F)ccc1OC	-7.7	2.3	-8.5	5.8	-0.6	0.8	-0.6	-2.2	i	3.2
COc1ccc(C(C)=O)cc1CC(C(=O)c1ccc(C)c(C)c1)N(C)C (stereo not drawn)	-1.0	-2.4	0.0	-5.7	2.7	-3.6	-0.2	-0.4	i	-1.2
CCN(CC)c1ccc(N=Cc2c(O)n(Cc3ccccc3)c(=O)[nH]c2=O)cc1	-2.2&-3.9	21.7&12.7	12.5&4.4	-3.4&-2.6	1.1&-1.2	-4.7&-6.9	0.0&-0.5	-2.4&-1.5	i	-0.3&-3.7
O=c1[nH]c2ccccc2n1C1CCN(C(c2cccs2)c2nnnn2Cc2ccccc2)CC1 (stereo not drawn)	nt	-12.8	4.1	2.1	-1.2	0.3	-0.4	3.9	i	3.8
CCCCn1c(NC(=O)c2ccco2)c(C(=O)OCC)c2nc3ccccc3nc21	-6.6	40.3	15.4	21.6	0.7	-0.4	3.6	3.0	i	-4.2
CCc1ccc(C2=NN(CCC(=O)N3CCC4(CC3)OCCO4)C(=O)CC2)cc1	5.8	2.6	-4.1	-2.0	0.7	-1.2	-0.3	1.6	i	-1.5
C(#CCN1CCCC1)CN1CCCC1	-10.9	1.8	0.0	-3.2	-1.7	1.7	-0.2	-4.7	i	-3.5
COc1ccc(NP(=O)(Oc2cccc(C)c2)Oc2cccc(C)c2)cc1OC	-14.8	0.9	-5.7	-4.5	-0.9	0.2	-0.2	4.1	i	0.0
Cc1ccc(-n2c(=S)[nH]c3ccc(C)cc3c2=O)cc1	nt	6.3	9.1	-2.1	0.7	2.2	-0.3	1.9	i	-4.5
CN1CCCC(C(=O)c2ccc(Cl)cc2)C1 (stereo not drawn)	-0.7	-1.1	5.4	3.0	-0.3	-2.3	-0.1	2.2	i	0.5
O=C(N/N=C/c1c(O)n(CCc2ccc(F)cc2)c(=O)[nH]c1=O)c1ccncc1	-6.9	0.1	-6.2	-1.7	3.2	-1.2	-0.4	-1.7	i	-8.3
Cc1c(C=C2C(=O)NC(=O)NC2=O)c(=O)n(-c2ccccc2)n1C	-3.9	-0.5	-2.4	9.0	0.5	-1.9	-0.7	0.4	i	1.4

# Additional entries follow:
compound	Scp-1 inhibitor	DNMT1 inh	NadD block	CSN deneddyl inh	MsrA inhibitor	STEP inh	Tb MetRS inh	LMPTP inh	Rpn11 inh	SUMO1 PPI mod
O=[N+]([O-])c1ccc(N2CCOCC2)c2cccnc12	-5.7	0.2	-7.2	-5.8	-0.1	-1.4	-0.6	2.5	i	-16.3
Oc1ccc(O)c2c1C1(Cl)C(Cl)=C(Cl)C2(Cl)C1(Cl)Cl	-21.0	-16.6	-12.0	3.9	-0.5	-3.9	-0.2	1.8	i	11.7
CCOc1cc(CN2CCN(C(=O)Cc3ccccc3)CC2)ccc1OC	-7.5	0.9	-2.0	2.9	-0.1	1.7	-0.4	-0.8	i	8.1
Cc1cccc(-n2c(O)c(/C=C/C=Nc3ccccc3)c(=O)[nH]c2=O)c1	-3.9	54.9*	-6.3	8.1	3.1	-15.5	-0.2	0.8	nt	-28.9
Cn1cc(Br)c(C(=O)Nc2ccc3c(C(F)(F)F)cc(=O)oc3c2)n1	-13.1	0.8	1.5	1.2	-1.6	1.3	0.1	0.2	i	-24.8
CC12CC[C@H]3[C@@H](CCC4(O)C[C@H](O)CCC34/C=N/NC(=O)c3ccc(O)cc3)C1(O)CCC2C1=CC(=O)OC1 (stereo partly drawn)	-4.1	-3.2	3.2	-0.8	0.9	0.6	0.6	-1.5	i	5.9
CC(C)OP(=O)(OC(C)C)C(O)c1ccc(Br)cc1 (stereo not drawn)	0.6	-1.6	-6.5	-3.2	0.5	1.3	-1.1	-0.4	i	-0.3
CC(C)=CCSc1nnc([C@@H](N)Cc2c[nH]c3ccccc23)o1	2.9	-6.3	-4.0	0.8	0.3	-1.3	-0.6	-1.4	i	-3.6
COC(=O)C1=C(c2ccccc2)C[C@@H]2CC[C@H]1N2C(=O)N1CCC(O)CC1	-4.9	-0.2	3.0	5.1	-1.2	3.8	0.0	1.6	i	1.5
CC(=O)c1cccc(OCC(O)CN2CC=C(c3ccccc3)CC2)c1 (stereo not drawn)	-0.1	-3.0	1.6	0.1	-0.6	-1.7	-0.5	0.7	i	-3.5
CCOP(=S)(OCC)N1CCOCCOCCN(P(=S)(OCC)OCC)CCOCCOCC1	-9.5	7.4	-3.9	-3.1	-0.6	-1.1	0.1	0.9	i	-1.6
O=c1[nH]c(O)c(N=Nc2ccc(S(=O)(=O)N3CCOCC3)cc2)c(=O)[nH]1	-5.6	7.2	-0.2	6.9	-0.5	1.5	-0.1	5.4	i	-14.5

# Carrying on:
compound	Scp-1 inhibitor	DNMT1 inh	NadD block	CSN deneddyl inh	MsrA inhibitor	STEP inh	Tb MetRS inh	LMPTP inh	Rpn11 inh	SUMO1 PPI mod
Cc1ccc(N2C(=O)NC(=O)/C(=C/c3ccc(-c4ccc(C(=O)O)c(Cl)c4)o3)C2=O)cc1	58.4*	40.7	41.7*	12.6	1.5	4.3	-0.3	0.4	i	14.3
CC12CC(=O)C3C(CCC4CC=CCC43C)C1CCC2=O (stereo not drawn)	-7.6	-7.0	-2.9	-4.5	-1.0	1.1	-0.2	0.2	i	2.8
O=C1NC(=O)N(Cc2ccco2)C(=O)/C1=C/c1cccn1CCOc1ccccc1Cl	5.5	69.5*	13.0	21.9	-1.3	0.1	-0.8	2.9	i	20.1
CCCCn1c(O)c(/C=N/N2CCCCC2c2cccnc2)c(=O)[nH]c1=S (stereo not drawn)	-3.7	0.8	0.5	10.3	1.1	-2.1	-0.4	-1.6	i	10.8
CCN1CCC(O)(c2ccccc2)C(C(=O)c2ccccc2)C1 (stereo not drawn)	-5.7	-1.2	-6.5	4.7	-0.4	10.6	-0.7	-0.1	i	-0.2
C=C1N2CCC(CC2)C1(O)c1ccccc1C (stereo not drawn)	1.7	3.1	-1.6	-1.5	1.9	-0.4	-1.5	1.2	i	1.0
C[C@H]1CCC[C@H](O)CCCCCc2cc(O)cc(O)c2C(=O)O1	-8.8	0.2	3.4	-3.0	-1.7	-3.4	0.6	0.4	i	3.7

# A portion of the results above:
compound	Scp-1 inhibitor	DNMT1 inh	NadD block	CSN deneddyl inh	MsrA inhibitor	STEP inh	Tb MetRS inh	LMPTP inh	Rpn11 inh	SUMO1 PPI mod
CCOP(=S)(OCC)N1CCOCCOCCN(P(=S)(OCC)OCC)CCOCCOCC1	-9.5	7.4	-3.9	-3.1	-0.6	-1.1	0.1	0.9	i	-1.6
O=c1[nH]c(O)c(N=Nc2ccc(S(=O)(=O)N3CCOCC3)cc2)c(=O)[nH]1	-5.6	7.2	-0.2	6.9	-0.5	1.5	-0.1	5.4	i	-14.5
Cc1ccc(N2C(=O)NC(=O)/C(=C/c3ccc(-c4ccc(C(=O)O)c(Cl)c4)o3)C2=O)cc1	58.4*	40.7	41.7*	12.6	1.5	4.3	-0.3	0.4	i	14.3
CC12CC(=O)C3C(CCC4CC=CCC43C)C1CCC2=O (stereo not drawn)	-7.6	-7.0	-2.9	-4.5	-1.0	1.1	-0.2	0.2	i	2.8
O=C1NC(=O)N(Cc2ccco2)C(=O)/C1=C/c1cccn1CCOc1ccccc1Cl	5.5	69.5*	13.0	21.9	-1.3	0.1	-0.8	2.9	i	20.1
CCCCn1c(O)c(/C=N/N2CCCCC2c2cccnc2)c(=O)[nH]c1=S (stereo not drawn)	-3.7	0.8	0.5	10.3	1.1	-2.1	-0.4	-1.6	i	10.8
